Compound activity from PubChem BioAssay.
ERAP1 HTS inh: ERAP1 (human) enzyme inhibition. 340,000 tested, 0.15% active. inhibition, % at 10.7 µM. Q9NZ08. recombinant ERAP1, Leu-AMC fluorescence, 60 min;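 active = mean replicate inhibition of at least 30%, or all replicates individually reaching that 30% level; inactive = mean below 30% and not every replicate reaching it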;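 note: 0% = neutral control wells and 100% = L-leucinethiol positive control wells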
ERp5 inh: inhibitors of human ERp5; Q15084; ERp5 insulin aggregation, absorbance 650 nm, 90 min; inhibition, % at 9.99 µM; 350,000 tested, 0.05% active; AID 651711;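 active = mean replicate inhibition above about 25%, with every replicate also reaching it, limit read from the data, passing the limit was not always enough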
E-selectin induc: induces E-selectin expression in human endothelial cells | P16581 | HUVEC E-selectin immunofluorescence imaging; normalized: neutral wells 0, TNF-alpha wells 100 | activation, % at 7.58 µM | 260,000 tested, 0.37% active | AID 686992;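 active = mean E-selectin-positive cell signal at least 10% of the positive control, reached in at least 60% of replicates, without over 20% cell loss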;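 note: in these data hits start at about 27%; measured in HUVEC primary endothelial cells; signal is the percent of cells scored E-selectin positive by PE staining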
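Read-out basis: % PE-positive cells; Test system: HUVEC primary endothelial cells; Technique: immunofluorescence imaging; Dosing: single-point compound dose.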
RAD54 branch: inhibitors of human RAD54 branch migration | Q92698 | RAD54 Holliday junction branch migration, FAM/BHQ fluorescence | inhibition, % at 10.4 µM | 360,000 tested, 0.14% active | AID 602329;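 active = mean normalized replicate activity at least 40 and at least half of replicates scoring 40 or more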;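 note: 0% = median of neutral control wells and 100% = median of positive control wells; inhibitors cause a drop in the FAM fluorescence signal; in these data hits start at about 50%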
Target sequence (Q92698 whole entry, looked up): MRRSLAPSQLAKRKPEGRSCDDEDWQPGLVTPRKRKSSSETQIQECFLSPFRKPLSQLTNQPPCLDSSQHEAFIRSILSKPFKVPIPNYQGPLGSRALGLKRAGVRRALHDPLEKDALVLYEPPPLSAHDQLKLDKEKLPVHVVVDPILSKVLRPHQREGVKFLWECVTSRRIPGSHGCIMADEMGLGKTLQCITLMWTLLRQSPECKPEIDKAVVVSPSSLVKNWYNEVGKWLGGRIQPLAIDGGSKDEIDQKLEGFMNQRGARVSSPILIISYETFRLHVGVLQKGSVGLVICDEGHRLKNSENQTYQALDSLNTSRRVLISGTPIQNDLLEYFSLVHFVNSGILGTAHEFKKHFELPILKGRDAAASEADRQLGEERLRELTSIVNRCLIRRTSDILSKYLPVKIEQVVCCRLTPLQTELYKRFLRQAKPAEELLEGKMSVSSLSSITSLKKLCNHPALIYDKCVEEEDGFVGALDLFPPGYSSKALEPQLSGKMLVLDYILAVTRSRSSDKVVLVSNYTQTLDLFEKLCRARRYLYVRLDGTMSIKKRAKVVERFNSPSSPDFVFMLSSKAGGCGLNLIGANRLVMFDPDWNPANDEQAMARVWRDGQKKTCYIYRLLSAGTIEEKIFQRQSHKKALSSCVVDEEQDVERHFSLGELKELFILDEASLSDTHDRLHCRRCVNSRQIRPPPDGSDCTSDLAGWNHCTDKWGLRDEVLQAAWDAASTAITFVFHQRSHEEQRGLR
S100A4 MyoIIA: blocks human S100A4 binding to myosin IIA peptide | P26447 | S100A4/TAMRA-MyoIIA peptide fluorescence polarization | inhibition, % at 10.7 µM | 360,000 tested, 0.14% active | AID 652163;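 active = mean inhibition of at least 70% across replicates, with every replicate also reaching that level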
Target sequence (P26447 whole entry, looked up): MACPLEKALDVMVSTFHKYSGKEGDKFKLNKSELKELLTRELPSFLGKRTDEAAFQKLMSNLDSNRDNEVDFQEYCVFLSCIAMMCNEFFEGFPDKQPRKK
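Material: S100A4 monomer protein / Buffer or medium: 50 mM HEPES pH 7.2, 10 mM CaCl2, 100 mM KCl / Times: 5 min incubation before reading / Benchmarks: neutral control DMSO, positive control TFP / Reagent: labelled myosin peptide probe, 5 nM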
esBAF inh: SWI/SNF esBAF complex inhibition. mouse ES cells, Bmi1-luciferase knock-in reporter, 24 h; 100% = twice the neutral-well signal. 350,000 tested, 2% active. reporter increase, % at 12.5 µM; in the data active = activation above about 40%;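 note: 0% = median of the plate's neutral control wells and 100% = double that signal; a rise in the Bmi1 reporter signal indicates esBAF inhibition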
XiGFP reactiv: reactivates the inactive X chromosome in mouse fibroblasts; XiGFP mouse fibroblasts, % GFP-positive cells imaging, 3 d; cells co-treated with 5-aza-dC sensitizer; scaled so ellipticine positive control = 100%; activation, % at 7.58 µM; 360,000 tested, 0.055% active;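 active = mean normalized replicate activation at least 10% and every replicate at or above 10%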;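 note: 0% = median of on-plate neutral control wells and 100% = ellipticine 6 µM median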
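Assay system – SV40-immortalized XiGFP fibroblast cells, line 68-5-11 · Buffer or medium – DMEM supplemented with 5-aza-dC as sensitizing agent · Dosing – one concentration, pinned · Benchmarks – positive control ellipticine, 6 µM final · Times – 3 days compound exposure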
RAD52 inh: inhibitors of human RAD52 DNA annealing; P43351; recombinant RAD52 DNA annealing, FRET fluorescence; inhibition, % at 18.7 µM; 360,000 tested, 0.46% active;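 active = every replicate showing at least 50% inhibition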
* hit, by the source's call; / = no result given. Rows were taken by chance; 2.5% or so of the library scored in one or more.

SMILES	ERAP1 HTS inh	ERp5 inh	E-selectin induc	RAD54 branch	S100A4 MyoIIA	esBAF inh	XiGFP reactiv	RAD52 inh
CCCCN(C(=O)c1cccc(S(=O)(=O)N(CC)c2ccccc2)c1)c1c(N)n(CCCC)c(=O)[nH]c1=O	2	5	-0.5	2	-29	-4	0.2	-23
O=C(C[C@H]1CC[C@H](NC(=O)Nc2ccc(F)cc2)[C@H](CO)O1)NCc1ccccn1	-4	2	-0.4	-6	1	-5	0.1	-9
CC(C)NC(=O)Nc1ccc2c(c1)C(=O)N([C@H](C)CO)C[C@H](C)[C@@H](CN(C)Cc1ccc(C(F)(F)F)cc1)O2	0	-3	20	5	7	-10	0.2	-6
C[C@@H]1CN([C@@H](C)CO)C(=O)c2cc(NC(=O)Nc3ccc(C(F)(F)F)cc3)ccc2O[C@@H](C)CCCCO[C@@H]1CN(C)C(=O)C1CCCCC1	1	3	-0.1	1	1	-1	-0.7	-20
O=C(C[C@@H]1C[C@H]2c3cc(NC(=O)CC4CC4)ccc3O[C@H]2[C@H](CO)O1)NCc1cccnc1	-5	/	-0.3	2	-19	-1	0.0	-5
Cc1cc(C(=O)Nc2cccc3c2O[C@H](CN(C)Cc2ccc4c(c2)OCO4)[C@@H](C)CN([C@@H](C)CO)C3=O)n(C)n1	3	1	-12	-7	4	0	0.0	11
CN1C(=O)c2cc(NS(=O)(=O)c3ccc(Cl)cc3)ccc2OC[C@H]2O[C@@H](CC(=O)Nc3ccc4c(c3)COC4)CC[C@@H]21	/	3	-0.1	2	/	-4	0.0	-15
COCCNC(=O)C1CC(c2ccc(C(F)(F)F)cc2)=NO1 (configuration not stated)	0	3	-0.1	0	-1	4	0.0	-17
CCC(C)c1ccc(NC(=O)C2=CC=CN3CCS(=O)(=O)N=C23)cc1 (configuration not stated)	3	1	/	-3	-2	19	0.6	-21
O=C(Nc1ccc(Oc2ccccc2)cc1)c1cnc2n(c1=O)CCS2	/	-1	/	-4	-1	11	0.0	-12
COC(=O)C[C@@H]1C[C@@H]2c3cc(NC(=O)Cc4ccncc4)ccc3O[C@@H]2[C@H](CO)O1	1	36*	-0.2	2	-65	0	0.0	-15
COc1ccc([C@H]2C[C@@H](O)[C@H](n3cc(COC(=O)c4ccccc4)nn3)CN2C(=O)C2CCCCC2)cc1	-4	1	-0.2	-4	7	-1	0.0	-12
CNc1nc(NCc2ccc(C)cc2C)c2sccc2n1	3	1	-0.2	-6	-3	-2	0.2	7
COc1ccccc1N1CCN(C(CNC(=O)C2CCCCC2)c2cccnc2)CC1 (configuration not stated)	5	1	-0.1	5	0	8	-0.1	-9
CC#CC[N+](C)(C)CCCCCC	2	3	-0.2	/	3	-6	0.2	-12

Profiles, looked up by structure:
Shown for O=C(C[C@@H]1C[C@H]2c3cc(NC(=O)CC4CC4)ccc3O[C@H]2[C@H](CO)O1)NCc1cccnc1 = ERAP1 HTS inh: -5; ERp5 inh: /; E-selectin induc: -0.3; RAD54 branch: 2; S100A4 MyoIIA: -19; esBAF inh: -1; XiGFP reactiv: 0.0; RAD52 inh: -5
Shown for Cc1cc(C(=O)Nc2cccc3c2O[C@H](CN(C)Cc2ccc4c(c2)OCO4)[C@@H](C)CN([C@@H](C)CO)C3=O)n(C)n1 = ERAP1 HTS inh: 3; ERp5 inh: 1; E-selectin induc: -12; RAD54 branch: -7; S100A4 MyoIIA: 4; esBAF inh: 0; XiGFP reactiv: 0.0; RAD52 inh: 11

The list goes on:
SMILES	ERAP1 HTS inh	ERp5 inh	E-selectin induc	RAD54 branch	S100A4 MyoIIA	esBAF inh	XiGFP reactiv	RAD52 inh
COc1ccc(CNC(=O)C2CCN(S(=O)(=O)c3cccc4nsnc34)CC2)cc1	-1	-4	0.1	0	-6	-10	0.0	-3
Cc1ccc(OC(C)C(=O)N2CCc3ccccc32)c([N+](=O)[O-])n1 (configuration not stated)	-4	-10	/	-1	3	-4	0.0	-7
CCCNC(=O)CSc1nnc(NC(=O)C2CC(=O)N(c3ccccc3OC)C2)s1 (configuration not stated)	0	4	0.5	1	1	7	0.1	-6
CCNC(=O)[C@@H]1[C@@H](CO)[C@@H]2Cn3c(ccc(C4=CCCCC4)c3=O)[C@@H]2N1Cc1ccccc1	1	-1	-0.2	1	-10	-3	0.5	-23
N#Cc1ccc(-c2ccc(OCC3CNC(=O)O3)cc2)cc1 (configuration not stated)	0	1	3.4	1	-5	19	0.0	-18
COc1cccc(C(=O)Nc2ccc3c(c2)C(=O)N(C)C[C@@H](OC)[C@H](C)CN(C(=O)C2CCCCC2)[C@H](C)CO3)c1	2	-2	-0.2	-6	10	3	0.1	-8
CCC(C)c1ccc(O)c(NC(=O)c2cncc(Br)c2)c1 (configuration not stated)	-3	-1	/	/	-2	/	/	1
O=C(N/N=C/c1ccc(OCc2cnc(Cl)s2)cc1)c1ccncc1	0	-2	/	/	2	/	0.1	-4
COc1ccc(NC(=O)c2cc(Br)ccc2Cl)c([N+](=O)[O-])c1	-4	1	/	/	1	/	0.3	-1
CCC(=O)NC(c1ccco1)c1cc(Cl)c2cccnc2c1OC (configuration not stated)	0	5	0.5	-1	2	-3	0.1	-8
O=C(CC(F)(F)F)N1C[C@H]2[C@@H](c3ccccc31)[C@@H](CO)N2C(=O)CN1CCOCC1	-3	0	1.4	2	9	-2	0.1	-4
CCOc1ccc(NC(=O)C(=O)N/N=C/c2cccnc2)cc1	2	-3	0.8	-2	-1	-2	0.0	-1
COc1ccc(NC(=O)N2C[C@@H](O)COC[C@H]3O[C@@H](CC(=O)NCc4ccncn4)CC[C@@H]32)cc1	0	-3	0.2	9	-13	0	-0.1	-10
CC(=Cc1ccccc1)C=C1SC(=S)N(CCCC(=O)Nc2ccc(C(=O)O)cc2)C1=O	/	0	-0.1	-3	7	9	0.0	-53
NC(=NCCc1ccccc1)NS(=O)(=O)c1cccs1	0	3	/	/	-2	/	0.0	-7
C[C@H]1CN([C@@H](C)CO)C(=O)c2cc(NC(=O)Nc3ccc4c(c3)OCO4)ccc2O[C@@H]1CN(C)S(=O)(=O)c1cn(C)cn1	2	-7	-3.0	7	16	-1	0.4	11
COc1ccc(OC(C)C(=O)NCC2CCCO2)cc1 (configuration not stated)	-1	-8	-0.5	-6	0	5	0.0	-8
N#C[C@@H]1[C@H](c2ccc(-c3cccnc3)cc2)[C@H](CO)N1C(=O)C1CC1	-1	0	0.2	-16	16	1	-0.1	-3
CCCn1c2ccccc2c2cnn(CC(=O)NCCCN3CCCCC3)c(=O)c21	-1	4	/	8	0	-2	0.0	12
Cc1ccc(F)c(S(=O)(=O)NC(=O)C2(C)CCN2C(=O)CCc2cccs2)c1 (configuration not stated)	-2	3	0.9	-14	3	-3	0.0	-2
Cc1cnc(NC(=O)C2(c3ccccc3)CC2)s1	-2	2	/	/	7	/	0.0	-15
COc1ccc(S(=O)(=O)CCC(=O)N2CCN(c3ccc(C(C)=O)cc3)CC2)cc1	-4	3	/	-7	3	11	0.0	-19
COc1ccc(C(=O)N(c2ccccc2)C2C=CS(=O)(=O)C2)cc1 (configuration not stated)	1	6	/	-7	-1	-1	/	-16
O=S(=O)(c1ccccc1)N1CCN(Cc2ccccc2)c2ccccc21	4	0	-0.4	3	0	11	-0.1	-25
CCOc1ccc(-c2ccc(SCC)nn2)cc1	-1	4	0.0	1	3	-27	0.0	-12
COCCNC(=O)C[C@H]1CC[C@H]2[C@@H](COC[C@H](O)CN2C(=O)Nc2ccccc2OC)O1	-2	4	0.0	-3	-4	1	0.2	-6
COc1ccccc1NS(=O)(=O)c1cccc(C(=O)N2CCCCCC2)c1	0	2	-2.8	3	-13	-6	-0.2	-5
Cc1ccc(C(C(=O)NCc2ccco2)N(C(=O)Cc2cccs2)c2cccnc2)cc1 (configuration not stated)	2	3	/	/	-4	/	0.1	-7
CCN(C(=O)c1cc([N+](=O)[O-])ccc1NCc1cccnc1)c1ccccc1	4	-4	/	-5	32	0	0.0	-13
COC(=O)C1(C(F)(F)F)N=C2Sc3ccccc3N2C(N2CCOCC2)=N1 (configuration not stated)	1	-3	1.5	-1	-1	2	0.1	0
COc1ccc(-c2nn(-c3ccccc3)cc2/C=C/C(=O)NCCCn2ccnc2)cc1OC	/	-2	5.8	/	9	/	0.3	-6
COC1CCCN(C(=O)c2cccc(OC3CCN(S(=O)(=O)N(C)C)CC3)c2)C1 (configuration not stated)	5	1	0.7	0	-2	3	0.0	-7
OC(c1ccc(F)cc1)c1ncc(-c2ccc3ccccc3c2)[nH]1 (configuration not stated)	7	0	0.5	10	-8	76*	0.6	-9
COc1cccc(OC)c1C(=O)Nc1ccccc1Sc1ccccc1	4	-3	-0.1	-8	-2	/	0.1	3
CO[C@@H](CN(C)S(=O)(=O)c1cccc(Cl)c1)[C@@H](C)CN([C@H](C)CO)S(=O)(=O)c1cccc(Cl)c1	1	3	0.1	2	-5	-1	0.0	7
O=C(NCCc1ccccc1)[C@H]1[C@H](CO)[C@H]2Cn3c(ccc(-c4ccccc4)c3=O)[C@@H]1N2	-1	-4	-0.3	2	-5	-1	0.3	-6
Cn1nc(C(=O)NNC(=O)c2cccc(Cl)c2)ccc1=O	-3	4	0.2	7	-1	-4	0.3	2
Cc1ccc(C2=NS(=O)(=O)N(C)C(C(=O)NCc3ccc(F)cc3)=C2)cc1	-1	-7	-0.1	2	-7	1	-0.3	-3
Cc1ccccc1OCC(=O)NNC(=O)C1CCN(c2ncnc3sc(C)c(C)c23)CC1	2	2	/	/	6	0	0.2	-20
COc1ccc(CCNC(=O)Cn2cccc2C(=O)c2ccccc2C)cc1OC	4	2	-0.3	/	-5	/	0.1	-43
Cc1noc(C)c1C(=O)OCC(=O)Nc1ncc(C(F)(F)F)cc1Cl	-4	-1	0.6	10	2	-4	-0.1	-19
COC(=O)N1CCc2c(sc(NC(=O)C3COc4ccccc4O3)c2C(N)=O)C1 (configuration not stated)	-6	-4	/	7	-1	50*	0.3	-17
Cc1onc(-c2c(F)cccc2Cl)c1C(=O)OCC(=O)c1c[nH]c2ccccc12	1	4	/	-8	-3	/	-0.1	-47
O=C(N[C@@H]1CC[C@@H](CCNS(=O)(=O)c2ccc(F)cc2)O[C@@H]1CO)c1cccc(F)c1	1	5	-0.3	1	-6	-6	0.4	7
CN(CC(=O)Nc1ccc(F)c(F)c1F)C(=O)C1(c2ccccc2)CC1	2	0	-0.1	-14	5	-1	-0.1	-86

Two neighbouring compounds already listed, quoted:
SMILES	ERAP1 HTS inh	ERp5 inh	E-selectin induc	RAD54 branch	S100A4 MyoIIA	esBAF inh	XiGFP reactiv	RAD52 inh
COc1ccc(-c2nn(-c3ccccc3)cc2/C=C/C(=O)NCCCn2ccnc2)cc1OC	/	-2	5.8	/	9	/	0.3	-6
COC1CCCN(C(=O)c2cccc(OC3CCN(S(=O)(=O)N(C)C)CC3)c2)C1 (configuration not stated)	5	1	0.7	0	-2	3	0.0	-7

(further entries)
SMILES	ERAP1 HTS inh	ERp5 inh	E-selectin induc	RAD54 branch	S100A4 MyoIIA	esBAF inh	XiGFP reactiv	RAD52 inh
O=C(N/N=C/c1ccco1)c1ccc(NC(=O)c2ccc(Cl)cc2)cc1	-4	0	/	7	-1	-2	0.5	-4
Cc1nn(C)c(Cl)c1C(=O)NCC(=O)Nc1ccc(C(C)C)cc1	-1	5	/	/	-12	/	0.1	-6
O=C(CN1CCN(c2ccccc2O)CC1)NC(=O)NC1CCCC1	-4	-5	0.2	1	0	-1	-0.2	-1
C(=N\N(c1ccccc1)c1ccccc1)/c1ccccn1	2	-2	/	5	-8	-5	0.3	-20
CCN(CC)CCCNC(=O)c1ccc(CS(=O)(=O)c2ccccc2OC)o1	-2	3	0.0	-9	-4	-5	0.0	-8
